# Assay outcomes (PubChem)
# KKLEB tox = cytotoxicity in KKLEB CF airway cells, primary screen, cytotoxicity control for CF NF-kB inhibitor project, cell-based, uHTS, fluorescence assay plates; KKLEB CF airway cells viability, ATPlite luminescence, overnight; active compounds read low; cells stimulated with P. aeruginosa culture filtrate; activity change (cytotoxicity), % at 5 µM; 360,000 compounds, 0.36% hits;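 active = corrected activity change at or below -50% at 5 µM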
# Peg3 prom inh = Peg3 promoter-driven luciferase inhibitors, primary screen, cell-based, HeLa, luciferase luminescence; HeLa PEG-Prom luciferase reporter, overnight; inhibition, % at 20 µM; 360,000 compounds, 1.7% hits; AID 588405, 2011;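 active = inhibition of at least 50% at 20 µM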
# HIF-2a inh = HIF-2a reporter inhibitors, primary screen, luminescence, 786-0 RCC cells | 786-0 RCC cells HIF-2a reporter, luciferase luminescence, overnight | inhibition, % at 18.8 µM | 360,000 compounds, 0.72% hits | AID 624352, 2012;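 active = inhibition of the luminescence signal of 40% or more relative to plate controls, in a single-dose primary screen at 18.75 µM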
# hiPSC survival = enhancers of single-cell hiPSC survival, primary screen, ATPlite luminescence; 360,000 compounds, 0.044% hits; 100% = ROCK inhibitor wells, 0% = DMSO; survival enhancement, % at 20 µM; in the data active = survival enhancement above about 18%;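 note: cells exposed to compounds for 16 hours before the ATP read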
# NR2E3 ag-1 = inhibitors of NR2E3-RetCOR corepressor binding, primary screen, NR2E3 agonist project, biochemical, TR-FRET, GST-NR2E3, biotin-RetCOR | Photoreceptor-specific nuclear receptor (Homo sapiens), Q9Y5X4 | 1536-well | inhibition of corepressor binding, % at 4.78 µM | 320,000 compounds, 0.12% hits | AID 2300, 2010;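 active = percent inhibition above the cutoff of mean plus 3 SD of all tested compounds, set per screening campaign, cut at about 20% in these data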;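 note: 0% = DMSO wells and 100% = biotin wells as full block of FRET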
# Target sequence (Q9Y5X4 whole entry, looked up): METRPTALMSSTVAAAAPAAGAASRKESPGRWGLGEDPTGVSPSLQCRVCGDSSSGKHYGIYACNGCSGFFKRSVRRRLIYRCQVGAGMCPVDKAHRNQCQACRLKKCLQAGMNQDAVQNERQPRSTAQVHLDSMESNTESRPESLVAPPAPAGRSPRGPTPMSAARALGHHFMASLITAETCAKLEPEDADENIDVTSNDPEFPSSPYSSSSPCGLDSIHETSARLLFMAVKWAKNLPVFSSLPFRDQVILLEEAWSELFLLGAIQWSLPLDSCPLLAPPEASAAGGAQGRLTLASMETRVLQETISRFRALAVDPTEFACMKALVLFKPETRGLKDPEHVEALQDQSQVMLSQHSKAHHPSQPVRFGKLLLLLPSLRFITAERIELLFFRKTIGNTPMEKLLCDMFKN
#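 System: GST-tagged NR2E3 plus biotinylated RetCOR corepressor; Buffer or medium: pH 7.5 Tris-based buffer; Probe or stimulus: RetCOR corepressor, biotinylated, 7 nM; Doses: compound at 4.8 µM, single dose; Schedule: 5 h incubation at 4 °C; Technique: time-resolved FRET; Evaluation: percent inhibition of TR-FRET ratio; Replication: one well per compound, singlicate testing.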
# NR2E3 ag-2 = NR2E3 agonists in two-hybrid cells, primary screen, cell-based, luminescence, CHO-S, Gal4-NCOR/VP16-NR2E3 | Photoreceptor-specific nuclear receptor (Homo sapiens), Q9Y5X4 | 360,000 compounds, 0.35% hits | inhibition of corepressor binding, % at 3.98 µM | luciferase | AID 602229, 2012;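 active = inhibition above the mean of all tested compounds plus 3 SD, cut at about 70% in these data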;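 note: 0% = DMSO with NR2E3 transfected cells and 100% = cells lacking NR2E3 construct; higher means lower luciferase signal from less NR2E3 corepressor binding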
# Shn3 inh set2 = reduction of Shn3 3'UTR firefly luciferase signal, primary screen, Schnurri-3 inhibitor project, cell-based, Clone20 osteoblasts, set 2 | Clone20 osteoblast Shn3 3'UTR firefly luciferase, 24 h | AID 588674, 2011 | inhibition, % at 12.5 µM | 360,000 compounds, 0.52% hits;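 active = mean inhibition of at least 75% with every replicate also reaching 75%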;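 note: 0% = median of neutral control wells and 100% = pilot-screen positive control compound; some compounds past the cut are filed as inactive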
# EBV LMP1 NFkB = EBV LMP1-driven NF-kappaB luciferase reporter inhibitors, primary screen, cell-based, luminescence, single point; LMP1-induced NF-kappaB luciferase reporter cells; inhibition, % at 12.5 µM; 350,000 compounds, 0.69% hits; in the data active = inhibition above about 41%;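 note: 0% = neutral control wells and 100% = reference inhibitor control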
# CF NFkB block = inhibitors of PAF-induced NF-kB signaling, primary screen, cell-based, GFP fluorescence, uHTS. KKLEB NF-kB-GFP reporter, GFP fluorescence overnight. inhibition, % at 5 µM. 360,000 compounds, 0.86% hits. AID 588850, 2011;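 active = at least 50% inhibition at 5 µM, scaled per plate between neutral and stimulator controls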;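 note: PAF is a Pseudomonas aeruginosa culture filtrate used as stimulus; plate controls were PAF-stimulated DMSO wells for no effect and unstimulated DMSO wells for full effect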
# TRAIL sens C8 = viability loss with TRAIL in NB7+C8 cells, primary screen, TRAIL sensitizer project, cell-based, ATPlite luminescence | AID 624354, 2012 | inhibition (viability loss, TRAIL sensitization), % at 10 µM | 360,000 compounds, 1% hits;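 active = compounds causing at least 50% loss of cell viability in the single-dose screen, relative to plate controls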
# TRPM1 prom inh = inhibitors of MITF-dependent TRPM1 promoter reporter, primary screen, cell-based, SK-MEL-5, single point, luciferase; 330,000 compounds, 0.83% hits; SK-MEL-5 TRPM1 promoter luciferase, 24 h; inhibition, % at 12.5 µM;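 active = mean inhibition across replicates of 60% or more, whatever share of single replicates reaches that level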; note: values of inactives mirror those of a sister screen read the other way
# Numbers without * were called inactive; . = no result given.
SMILES,KKLEB tox,Peg3 prom inh,HIF-2a inh,hiPSC survival,NR2E3 ag-1,NR2E3 ag-2,Shn3 inh set2,EBV LMP1 NFkB,CF NFkB block,TRAIL sens C8,TRPM1 prom inh
CCOC(=O)N1CCC(n2c(SCC(=O)Nc3nccs3)nc3ccsc3c2=O)CC1,-32,17,-2,1.0,2,-14,8,-6,22,8,9
O=C(NCc1ccc(F)cc1)C1CCN(S(=O)(=O)N2CCCCC2)CC1,-2,4,-18,-0.8,2,18,1,5,16,-4,-3
O=C(Nc1ccc2c(c1)CCC2)c1ccccc1Br,3,-315,-260,-1.0,-2,-136,-60,-9,-14,20,-51
Cc1cccc(C(=O)Nc2cccc(OCC(=O)O)c2)c1,1,6,9,-0.1,2,-7,4,5,5,4,4
CCC(C(=O)NCCCN1CC(C)CC(C)C1)n1ncn2c(cc3occc32)c1=O (configuration not stated),4,-33,4,-0.4,-3,-5,-6,5,-8,-1,11
CCc1ccc(NC(=O)c2cc(S(=O)(=O)N3CCCC3)ccc2F)cc1,-4,-69,-103,-0.4,.,-16,-8,-2,0,-8,.
CCCc1ccc(C(=O)NNc2ccccc2F)cc1,2,-195,-255,-0.7,-1,-63,-34,-39,4,-3,-94
COc1cc2[nH]c(=O)n(CCC(=O)N3CCN(Cc4ccccc4)CC3)c(=O)c2cc1OC,-14,6,4,-0.7,0,-50,6,-3,10,0,14
COc1ccccc1/C=C/C(=O)NCCC1=CCCCC1,8,-254,-262,-0.9,-2,-121,-94,9,-4,-2,-48
O=C(O)CCCNS(=O)(=O)c1ccc2c(c1)OCCCO2,4,9,15,-2.0,2,-32,0,-6,-5,12,2
CCOC(=O)c1cnc(-n2nc(C)cc2C)nc1Oc1ccc(C#N)cc1,4,13,28,-0.2,3,19,26,10,1,5,-7
Cc1cc(Nc2ccc(Cl)cc2)nc(N)n1,-3,-240,-148,2.5,-4,-61,-14,-18,8,2,-50
COc1ccc(C(C)=O)cc1CSc1nc2ccccc2c(=O)n1-c1ccccc1C,14,41,33,0.1,-1,-12,19,0,-8,-2,14
COc1ccc(OC)c(C2=NOC(C(=O)NCc3cccnc3)C2)c1 (configuration not stated),-3,20,16,-0.6,-1,15,0,8,0,3,13
O=C(CCn1cnc2ccccc2c1=O)Nc1cccc(Cl)c1,2,-10,-19,-1.5,-1,0,13,10,-22,10,0
CCOC(=O)c1c(NC(=O)CSc2nnc(-c3c[nH]c4ccccc34)n2CCOC)sc2c1CCCCC2,16,17,-11,-1.2,1,-40,12,3,-9,-9,.
C=CCOc1ccc(/C=C/C(=O)OCC(=O)N2CCC(c3ccccc3)=N2)cc1,-1,0,-10,-1.7,2,-5,12,4,-19,-7,-8
O=C(Cc1ccccc1F)Nc1ccc(SC(F)F)cc1,-14,-271,-226,-1.4,-1,-144,-129,-1,11,3,-107
COc1cccc(N2C(=O)CC(Nc3ccc(N4CCOCC4)cc3)C2=O)c1 (configuration not stated),4,-14,-31,0.9,2,-7,-16,-9,5,1,7
Cc1ccc2c(c1)sc1nc(=O)n(-c3ccc(Cl)cc3)c(=O)n12,-2,-135,-15,0.0,1,-5,-15,-17,15,12,-33

# Some of these compounds in order of the NR2E3 ag-2 value, high to low:
molecule,NR2E3 ag-2
C=CCOc1ccc(/C=C/C(=O)OCC(=O)N2CCC(c3ccccc3)=N2)cc1,-5
CCc1ccc(NC(=O)c2cc(S(=O)(=O)N3CCCC3)ccc2F)cc1,-16
CCCc1ccc(C(=O)NNc2ccccc2F)cc1,-63

# Following part:
SMILES,KKLEB tox,Peg3 prom inh,HIF-2a inh,hiPSC survival,NR2E3 ag-1,NR2E3 ag-2,Shn3 inh set2,EBV LMP1 NFkB,CF NFkB block,TRAIL sens C8,TRPM1 prom inh
NC(N)=NCCC[C@H](NC(=O)OCc1ccccc1)C(=O)O,7,-10,6,-1.0,0,14,12,-4,-11,-2,4
CC(C)CC(C(=O)O)C(C)CC(=O)Nc1ccn(-c2ccccc2)n1 (configuration not stated),6,11,13,-4.6,-2,4,4,4,0,0,-7
CCCn1c(SCC(=O)NCc2ccccc2)nnc1-c1ccncc1,2,14,18,-0.4,4,11,0,-5,-5,2,7
O=C(Oc1c(Cl)cc(Cl)c2cccnc12)N1CCCCC1,8,-27,-44,2.3,1,2,-65,-6,-6,-12,-4
COC(=O)c1ccc(NC(=O)N2CCCC(C(=O)c3ccccc3OC)C2)cc1 (configuration not stated),1,-12,12,0.1,2,-8,1,-3,6,2,-5
Cc1ccc2sc(N(CCCN(C)C)C(=O)c3nc4ccccc4s3)nc2c1C,3,33,-18,-0.1,1,-29,-15,-4,-5,31,34
CCOC(=O)C1CCN(C(=O)COC(=O)C2CCN(S(=O)(=O)c3ccc(C)c(C)c3)CC2)CC1,13,0,11,0.9,4,-1,-2,5,-1,11,2
Cc1nnc(SC(C)C(=O)Nc2ccc(N3CCOCC3)cc2)n1Cc1ccccc1 (configuration not stated),1,-3,5,0.3,.,19,-2,-4,13,-10,5
CCN1CCN(c2nnc(-c3ccc(F)cc3)c3ccccc23)CC1,6,-13,4,-0.4,1,-10,10,4,12,10,-11
Cc1ccc2c(CN(Cc3ccccc3)Cc3ccccc3)cc(=O)oc2c1,-8,-21,0,1.2,.,-19,-11,.,2,13,.
c1n[nH]c(SCCCCSc2ncn[nH]2)n1,5,16,10,-3.0,4,-5,2,-2,0,1,-2
O=c1cc(-c2ccc3c(c2)OCCO3)oc2ccc(Cl)cc12,-8,-140,-203,-2.6,4,-141,-111,-9,-20,48,0
CC(C)(C)c1ccc(COC(=O)CN2C(=O)NC3(CCCC3)C2=O)cc1,8,-12,-16,0.7,-3,-13,-10,3,-3,-2,0
CN(Cc1ccccc1)C(=O)c1csc([C@@H]2C[C@H](O)[C@@H](CO)O2)n1,0,-1,5,-1.3,.,-8,10,.,12,-16,.
O=C(CSc1nnc(CNC(=O)c2cccs2)o1)NCc1ccc(F)cc1,2,16,19,-2.2,0,3,-7,-2,-4,5,-10
COC1=C(Nc2ccc(O)cc2)C(=O)c2ccccc2C1=O,4,-36,-100,-1.0,-11,-44,-2,1,19,9,80*
CCc1nn(C)c(-c2n[nH]c(=S)n2N)c1Cl,0,3,15,1.2,2,-1,10,0,3,2,3
COc1cc(F)ccc1-c1csc(C(O)c2ccc(F)c(F)c2)n1 (configuration not stated),-6,5,-2,2.1,.,-52,-7,.,-23,6,.
COc1cccc(NC(=O)CN2C(=O)NC(C)(CCC(C)C)C2=O)c1 (configuration not stated),-4,4,8,-0.9,0,-14,-2,-5,3,-2,7
CC(=O)NCC1(c2ccccc2)CCN(CCCC(=O)c2ccc(F)cc2)CC1,7,-16,13,-0.8,.,7,-3,2,2,-7,.
Cc1ccc(S(=O)(=O)NC23CC4CC(CC(C4)C2)C3)cc1,-10,-3,14,-0.8,4,-2,20,10,13,-6,-13
CCOC(=O)C1=C(O)CSC1=Nc1ccc(Cl)cc1,0,7,-10,-2.5,2,13,9,10,-10,4,-2
COc1ccc([N+](=O)[O-])cc1NC(=S)Nc1ccccc1,12,-21,-21,-1.6,1,-4,0,2,-13,0,10
CCOC(=O)C1CCCN(C(=O)CN2C(=O)COc3ccc(C(C)(C)C)cc32)C1 (configuration not stated),-2,5,1,-0.9,1,-15,4,1,-5,-1,4
CCN(CC)CCNc1ncnc2c1sc1nc(N3CCCC3)c3c(c12)CC(C)(C)OC3,-23,79*,30,-0.9,2,9,-44,-27,25,8,40
Cc1ccc(S(=O)(=O)Nc2ccc3c(c2)C(=O)N([C@H](C)CO)C[C@H](C)[C@H](CN(C)C(=O)Nc2cccc4ccccc24)OCCCC[C@@H](C)O3)cc1,-13,-6,23,-1.7,.,-14,-15,-2,17,0,.
CC(C)(C)N(Cc1cc2ccccc2[nH]c1=O)C(=O)c1cccnc1,8,5,12,2.8,-5,-15,2,0,-5,-4,-1
CC1Oc2ccccc2C=C1/C=N/NC(=O)c1ccccc1 (configuration not stated),-6,-305,-182,-1.4,1,-66,-63,-21,-5,19,-84
CCOC(=O)c1c(C)n(C)c2ccc(OCC(O)CN3C(=O)c4ccccc4S3(=O)=O)cc12 (configuration not stated),-4,19,2,2.5,-3,21,-4,-4,-6,6,2
CCC(C)NC(=S)N(Cc1cc2cc(C)ccc2n2nnnc12)CC(C)(C)NC(C)C (configuration not stated),0,-21,-2,-0.7,3,-6,-7,-9,-18,6,-1
O=C(Nc1ccc(NC(=O)c2cc3ccccc3o2)cc1)c1ccc2c(c1)OCCO2,12,78*,36,0.4,0,14,23,19,6,30,55
CC(=O)Nc1ccc(S(=O)(=O)N(C)c2ccc(OCC(=O)Nc3ccccc3C(C)=O)cc2)cc1,-5,47,-4,0.7,.,20,20,-6,6,15,-14
COc1cccc(C(=O)NCCS(=O)(=O)NCc2ccco2)c1,2,-8,8,-0.4,4,-30,-8,3,12,-6,-5
CC(=O)Nc1ccc(NC(=O)Nc2ccc(C)c(C)c2)cc1,15,-56,-36,-2.3,3,-15,-23,-5,-8,-3,-39
COc1ccccc1CN1CC(C(=O)NC2CCOCC2)CCC1=O (configuration not stated),1,0,13,-0.4,3,-16,-7,4,25,0,1
Cc1ccc(OCC(=O)N(Cc2ccccc2)C(C)(C)C)c([N+](=O)[O-])n1,-6,21,10,-0.9,2,20,22,5,-2,1,1
CCCCOc1ccc(/C(N)=N/O)cc1,6,-113,-153,-1.7,-3,3,-44,-12,-8,4,-34
COc1ccc(/C=N/N2CCOCC2)cc1O,6,-27,-72,0.1,-2,-17,-20,5,-7,2,-12
COC(=O)c1ccc(COC(=O)C2CCN(S(=O)(=O)c3c(C)cc(C)cc3C)CC2)o1,-1,-4,11,0.9,.,-1,-29,3,-10,-13,.
CCCc1cc(=O)oc2cc(OCC(=O)NCCc3c[nH]c4ccccc34)ccc12,4,57*,0,0.3,-1,4,3,-7,-7,11,0

# The list is partial; rates above refer to the full screens.
